Compound activity (PubChem BioAssay)
MT1-MMP txn act: activates MT1-MMP transcription; activation factor at 10 µM; 0.16% of 86,000 active; HT1080 MT1-MMP promoter luciferase reporter, luminescence, overnight; stronger effect = higher value;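 active = activation factor of at least 2 for MT1-MMP transcription at 10 µM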
Pyk2 oligo antag: antagonists of human Pyk2 oligomerization; z-score (the deposit names both 25 µM and 10 µM); AID 1347419; Q14289; Q293 cells, Pyk2 FERM NanoBiT luminescence; stronger effect = lower value; 0.83% of 99,000 active;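 active = Z-score of -3 or lower, scaled per plate to the spread of control and sample wells; inactive = z-score above -3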;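 also: negative z-score means lost luminescence so less FERM oligomerization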
Target sequence (Q14289 whole entry, looked up): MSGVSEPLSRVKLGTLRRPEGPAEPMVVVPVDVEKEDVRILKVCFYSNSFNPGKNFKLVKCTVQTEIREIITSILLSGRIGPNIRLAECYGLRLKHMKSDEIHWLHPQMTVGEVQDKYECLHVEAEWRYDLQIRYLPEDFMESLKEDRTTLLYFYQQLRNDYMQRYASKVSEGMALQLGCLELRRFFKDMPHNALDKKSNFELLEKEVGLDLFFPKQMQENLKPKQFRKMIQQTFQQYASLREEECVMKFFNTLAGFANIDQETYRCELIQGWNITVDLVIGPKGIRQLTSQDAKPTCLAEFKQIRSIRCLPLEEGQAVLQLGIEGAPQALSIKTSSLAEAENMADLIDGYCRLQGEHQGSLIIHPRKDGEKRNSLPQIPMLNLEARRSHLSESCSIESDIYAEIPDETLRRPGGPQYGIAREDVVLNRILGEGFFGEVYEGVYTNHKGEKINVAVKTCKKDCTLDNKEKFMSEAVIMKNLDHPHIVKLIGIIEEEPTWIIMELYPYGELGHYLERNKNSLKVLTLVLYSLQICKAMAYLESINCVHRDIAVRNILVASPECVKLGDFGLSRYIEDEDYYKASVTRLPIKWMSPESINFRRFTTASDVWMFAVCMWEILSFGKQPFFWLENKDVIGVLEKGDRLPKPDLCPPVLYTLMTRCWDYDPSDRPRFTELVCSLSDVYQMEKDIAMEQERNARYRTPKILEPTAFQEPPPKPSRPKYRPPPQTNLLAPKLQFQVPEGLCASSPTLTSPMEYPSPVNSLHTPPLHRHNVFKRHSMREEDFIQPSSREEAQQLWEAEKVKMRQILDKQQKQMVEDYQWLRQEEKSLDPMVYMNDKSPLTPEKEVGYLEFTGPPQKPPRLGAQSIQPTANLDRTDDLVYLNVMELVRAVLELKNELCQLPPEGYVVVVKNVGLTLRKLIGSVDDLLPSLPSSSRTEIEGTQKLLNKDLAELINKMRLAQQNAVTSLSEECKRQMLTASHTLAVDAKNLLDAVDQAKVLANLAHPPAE
Numbers without * were called inactive. Some of the compounds tested, so the mix of outcomes need not match the whole.

Below each SMILES – MT1-MMP txn act | Pyk2 oligo antag
#1 c1ccc(-c2cnc(CSc3ncnc4sccc34)o2)cc1
  1.2 | 0.12
#2 CCOC(=O)c1cccc(NC(=O)CNS(=O)(=O)c2cccs2)c1
  1.1 | -0.64
#3 Cc1ccc(C)c(NS(=O)(=O)c2ccc(OCC(=O)N3CCOCC3)cc2)c1
  1 | 0.46
#4 Cc1ccccc1CN1CCN(S(=O)(=O)c2ccc(F)cc2)CC1
  1.2 | -2
#5 COCCCn1c(SCC(=O)NCc2ccccc2)nc2ccccc2c1=O
  1.3 | -0.01
#6 CCOc1ccc(OCC)c(NC(=O)CN2CCN(c3cccc(C)c3C)CC2)c1
  1.3 | -0.06
#7 Cc1n[nH]c(C)c1S(=O)(=O)N1CCCC(C(=O)NCc2ccccc2Cl)C1 (centres undefined)
  1.1 | -1.1
#8 COc1ccc(-c2nnn(CC(=O)c3ccc4c(c3)OCCO4)n2)cc1OC
  1 | 0.26
#9 Cc1ccc(NC(=O)c2ccc(S(=O)(=O)N3CCCC3)cc2)cc1
  1.2 | 0.14
#10 NC(=O)C1CCN(C(=O)CCCCCn2c(=O)[nH]c3ccsc3c2=O)CC1
  1.1 | 0.36
#11 CCOC(=O)c1ccccc1NC(=O)CN1C(=O)CCS(=O)(=O)c2ccccc21
  1 | -0.47
#12 O=C(NC(=O)c1ccc(Cl)cc1)Nc1cc(N2CCCCC2)ncn1
  1.1 | -1
#13 CCc1nc(NCc2ccccn2)c2oc3ccccc3c2n1
  0.8 | -3*
#14 CC(C)(C)NC(=O)c1cccc(NC(=O)c2ccco2)c1
  1.4 | -0.57
#15 CCC(OC(=O)c1nsc(Cl)c1Cl)C(=O)NCc1cccs1 (centres undefined)
  1.2 | 0.49

The last 5 compounds of the section before come first, to join the parts:
Below each SMILES – MT1-MMP txn act | Pyk2 oligo antag
#11 CCOC(=O)c1ccccc1NC(=O)CN1C(=O)CCS(=O)(=O)c2ccccc21
  1 | -0.47
#12 O=C(NC(=O)c1ccc(Cl)cc1)Nc1cc(N2CCCCC2)ncn1
  1.1 | -1
#13 CCc1nc(NCc2ccccn2)c2oc3ccccc3c2n1
  0.8 | -3*
#14 CC(C)(C)NC(=O)c1cccc(NC(=O)c2ccco2)c1
  1.4 | -0.57
#15 CCC(OC(=O)c1nsc(Cl)c1Cl)C(=O)NCc1cccs1 (centres undefined)
  1.2 | 0.49
#16 COc1cccc(-c2ccc(=O)n(CC(=O)NCCN3CCOCC3)n2)c1
  0.9 | 0.23
#17 Cn1c(SCc2nc(-c3ccccc3)no2)nnc1-c1cccs1
  1.2 | 1.3
#18 Cc1cccc(OCc2nnc(NC(=O)Cc3cccs3)s2)c1
  1 | 0.19
#19 O=C(CSc1nnnn1-c1cccc2c1CCCC2)N1CCCC1
  1.2 | 1.5
#20 CN1CC=C2C(C#N)=C(N)C(C#N)(C#N)[C@H](c3cccs3)[C@H]2C1
  1.3 | -0.66
#21 Clc1ccc2nc(N3CCN(c4ccccc4)CC3)sc2c1
  0.8 | 1.2
#22 CCCCOc1ccc(S(=O)(=O)Nc2ccc(NC(C)=O)cc2)cc1
  1 | -0.52
#23 CCOC(=O)CSc1nsc(SCC(=O)OCC)c1C#N
  1.1 | 0.3
#24 Nc1nc(-c2ccccc2Br)cs1
  1.3 | 0.32
#25 COc1ccc(-c2csc(Nc3ncccc3C)n2)cc1
  1.5 | 0.19
#26 CCn1nc(C)c(NS(=O)(=O)c2ccc(C)cc2)c1C
  1.2 | 1.5
#27 COc1cc2c(cc1OC)CN(CC(=O)Nc1cccc(C)c1)CC2
  1.1 | -0.35
#28 CCn1c2c(c3cc(OCC(C)C)ccc31)CCCC2=O
  1.2 | 0.36
#29 O=C1C2C3C=CC(C3)C2C(=O)N1c1ccc2ccccc2n1 (centres undefined)
  1 | 0.07
#30 CCn1c(=O)cc(OCC(=O)Nc2cc(C)ccn2)c2ccccc21
  1 | -0.11
#31 COC(=O)CSc1nnc(-c2cnccn2)n1C
  1.2 | 1.4
#32 Cc1ccc2c(CNCc3ccco3)cc(=O)oc2c1
  1.6 | 0.97
#33 Cc1cccc(OCC(=O)OC2CCN(C)CC2)c1
  1.1 | 0.29
#34 CCCCc1nnc(NC(=O)C=C(C)C)s1
  1.3 | 0.5
#35 CCOC(=O)c1cnc(Nc2nc3ccccc3o2)nc1CSc1nnc(C)s1
  1.3 | -0.76
#36 CC(=O)Nc1ccc(S(=O)(=O)CCC#N)cc1
  1 | 0.17
#37 Cc1ccc(C2CC2C(=O)NNC(=S)Nc2cccc(Cl)c2)cc1 (centres undefined)
  1.3 | -1.4
#38 Cc1ccccc1NC(=O)C1CCN(c2cc(-c3ccccc3)nc3ncnn23)CC1
  1.3 | -2.6
#39 COc1ccccc1-n1c(C)nnc1SCC(=O)NCc1ccccc1
  1.2 | 0.03
#40 NC(=O)CSc1nc(-c2ccccc2)c(-c2ccccc2)o1
  1.2 | -1.5
#41 CC(C)OC(=O)C(C#N)c1nc2ccccc2nc1N1CCCC1 (centres undefined)
  1.2 | -0.13
#42 Cc1ccc(S(=O)(=O)NCC(=O)NCc2ccncc2)cc1
  1 | -0.99
#43 CCCNC(=S)N1CCC(NC(=O)C23CC4CC(CC(C4)C2)C3)CC1
  1.2 | 0.29
#44 COc1ccc(CNC(=O)C2CCCN(c3nccc(C)n3)C2)cc1 (centres undefined)
  1.2 | 0.68
#45 COc1ccc(-c2c(C#N)c(SCC(N)=O)nc3c2CCCC3)cc1
  1.3 | -1.2
#46 CCCCN(CCCC)C(=O)CSc1nnc2n(C)c(=O)c3c4c(sc3n12)CCCC4
  1.2 | -0.14
#47 COC(=O)CNS(=O)(=O)c1ccc(Cc2ccc(S(=O)(=O)NCC(=O)OC)cc2)cc1
  1.1 | 0.65
#48 CCCN1C(=O)c2ccccc2NC1c1cc(OC)c(OC)c(OC)c1 (centres undefined)
  1.2 | -0.04
#49 Cc1ccc2c(CC(=O)OCc3csc(C)n3)coc2c1
  1.1 | 0.81
#50 COc1cc(C(=O)Oc2cc(C)cc(C)c2)cc(OC)c1OC
  1 | -0.3
#51 COc1ccc2nc(SCC(=O)N3CCN(c4ccc(F)cc4)CC3)c(C#N)cc2c1
  1.2 | 1.6
#52 COc1ccc(NC(=O)CSc2nc3c(c(=O)n2-c2ccc(C)cc2)SCC3)c(OC)c1
  1.1 | -1.1
#53 CC(=O)N1CCn2c3ccc(C)cc3c3cccc1c32
  1.5 | 1.1
#54 O=C(OC(C(=O)NC1CCCCC1)c1ccccc1)c1ccco1 (centres undefined)
  1.2 | 1.1
#55 CCCNC(=O)c1ccccc1NC(=O)c1ccccc1N(C)S(C)(=O)=O
  1.3 | 0.17
#56 COc1cccc2cc(-c3cn4cccc(C)c4n3)c(=O)oc12
  1.4 | 0.02
#57 CN1C(=O)CC(C(=O)O)SC1=Nc1ccc(F)cc1 (centres undefined)
  1.4 | 1.8
#58 CC1=C(C(=O)OC(C)C)C2(O)C(=O)c3ccccc3C2(O)N1 (centres undefined)
  1.1 | 0.8
#59 COc1ccc(C(=O)NCc2ccccc2OC)cc1
  1.2 | -0.37
#60 COc1ccccc1OCCSc1nnnn1C1CCCCC1
  1.5 | 0.58

61) O=C(NC1CCCCCC1)c1cc(S(=O)(=O)N2CCC3(CC2)OCCO3)ccc1F
62) CC(C)CCSc1nc2c(c(=O)[nH]c(=O)n2C)n1CCc1ccccc1
63) Cc1nc2nc(-c3ccccc3)nn2c(C)c1Cl
64) Cc1cccnc1NC(=O)c1ccccc1NC(=O)C(C)(C)C
65) Cc1cnc(NC(=O)CSc2ncn(-c3ccccc3)n2)s1
66) CCCCNC(=O)C(C#N)c1nc2ccccc2nc1N1CCN(c2ccccc2F)CC1 (centres undefined)
67) Cc1cccc(CN2CCN(CC(=O)O)C2=O)c1
68) COc1ccc(C(c2nnnn2CS(=O)(=O)c2ccc(C)cc2)N2CCN(c3ncccn3)CC2)cc1 (centres undefined)
69) CCOc1cccc(-c2cc(=O)[nH][nH]2)c1
70) Cc1nn(-c2cc(N3CCCCC3)ccc2N)c(=O)c2ccccc12

assay / compound	61	62	63	64	65	66	67	68	69	70
MT1-MMP txn act	1	1.1	2.2*	1	1.1	1.3	1	1.1	1.1	1.1
Pyk2 oligo antag	1.8	-0.22	0.82	1.1	0.89	-1.4	1.7	-0.72	-0.2	-0.1

In the list so far, 2 have a tert-butyl group:
14) CC(C)(C)NC(=O)c1cccc(NC(=O)c2ccco2)c1
64) Cc1cccnc1NC(=O)c1ccccc1NC(=O)C(C)(C)C

assay / compound	14	64
MT1-MMP txn act	1.4	1
Pyk2 oligo antag	-0.57	1.1

(listing goes on)
71) CCCCNC(=S)NNC(=O)c1cccnc1
72) Cc1ccc(-c2nnn(CC(=O)N(CC3CCCO3)C(C(=O)NCC3CCCO3)c3ccc(F)cc3)n2)o1 (centres undefined)
73) Cc1ccc(CSc2nc3ccccc3c(=O)n2Cc2ccco2)cc1
74) CCN(CC)C(=O)Cn1cnc2ccccc2c1=O
75) CC12CCC(C(=O)N(CSC(=S)N/N=C\c3ccccc3Cl)C1=O)C2(C)C (centres undefined)
76) COC(=O)c1nnn(-c2ccccc2)c1N
77) CC(C)(C)Nc1nc(NCc2cccnc2)nc(N2CCOCC2)n1
78) CCCc1nnc(NC(=O)CCCC(=O)O)s1
79) Nc1nnc(SCC(=O)NCCOc2ccccc2)s1
80) CCOc1c(Cl)cc(CNCC(C)C)cc1Cl

assay / compound	71	72	73	74	75	76	77	78	79	80
MT1-MMP txn act	1.2	1.3	1.1	1.1	1	1.1	1	1	1.1	1.2
Pyk2 oligo antag	1.4	0.29	-0.65	-0.06	-0.49	0.77	-0.03	0.56	-0.94	0.48

81) O=C(Nc1ccccc1C(F)(F)F)N1CCC(n2c(=O)[nH]c3ccccc32)CC1
82) COc1ccccc1C(=O)Nc1cc2cc(Br)ccc2oc1=O
83) Cc1cccc(C)c1-n1c(C)cc(/C=C2\NC(=O)NC2=O)c1C
84) CC1=C(C(N)=O)C(c2cccnc2)n2nc(SCc3ccccc3Cl)nc2N1 (centres undefined)
85) CCCn1c(-c2nonc2N)nc2ccccc21
86) COC(=O)c1ccc(=O)n(Cc2ccco2)c1
87) O=C(CSc1ncnc2c1nnn2Cc1ccccc1F)N1CCN(c2ccccc2)CC1
88) O=C(CSc1oc(-c2ccc(F)cc2)nc1S(=O)(=O)c1ccc(F)cc1)NCC1CCCO1 (centres undefined)
89) COc1ccc2nc(C(C)O)[nH]c2c1 (centres undefined)
90) Clc1ccc(C2=Nn3c(nnc3-c3n[nH]c4c3CCC4)SC2)cc1Cl

assay / compound	81	82	83	84	85	86	87	88	89	90
MT1-MMP txn act	0.9	1.8	1	1.1	1.2	1.1	1	1	1.2	1
Pyk2 oligo antag	-0.87	-0.13	-0.55	-1.5	-1.2	0.36	1.1	-0.67	-0.47	-2.1

91) O=C(NCc1cccnc1)C1CCCN(S(=O)(=O)c2cccc3nsnc23)C1 (centres undefined)
92) COc1ccc(N2CCN(S(=O)(=O)c3ccc(C(=O)NC4CCCC4)cc3)CC2)cc1
93) CC1CCCCN1S(=O)(=O)c1ccc(S(=O)(=O)N(Cc2ccccc2)Cc2ccco2)cc1 (centres undefined)
94) O=C(Nc1nnc(C2CCCC2)s1)C1CCN(S(=O)(=O)c2ccc(Cl)cc2)CC1
95) CCOC(=O)CSc1nnc(CNc2ccc(Cl)cc2)n1Cc1ccccc1
96) COC(=O)Nc1ccc(S(=O)(=O)N2CCCCCC2)cc1
97) CCOC(=O)N1CCN(C(=O)CS(=O)(=O)c2cn(Cc3ccccc3C)c3ccccc23)CC1
98) Cc1ccc(-c2nnn(CC(=O)N(Cc3cccs3)C(C(=O)NC3CCCC3)c3ccncc3)n2)cc1 (centres undefined)
99) CCCc1cc2c(c(NC(C)=O)n1)c(=O)oc1ccccc12
100) Cc1ccc(NS(=O)(=O)N(C)C)cc1

assay / compound	91	92	93	94	95	96	97	98	99	100
MT1-MMP txn act	1.3	1.1	1.3	1.1	1.1	1.2	1	1.4	1.2	1.7
Pyk2 oligo antag	0.26	0.3	-0.71	0.47	0.5	-2	0.26	0.74	0.29	0.07

101) O=C(CN1CCCN(S(=O)(=O)c2ccc(F)cc2)CC1)Nc1ccccc1Br
102) O=S(=O)(c1ccc(Oc2ccc(Br)cc2F)nc1)N1CCCCC1
103) O=C(O)[C@H]1CCCC[C@H]1C(=O)Nc1ccc(Nc2ccccc2)cc1
104) CCN1C(=O)/C(=C\N(C(C)=O)c2ccccc2)OC1=S
105) Cc1nnc2c3ccccc3c(-c3ccccc3)nn12
106) CCCc1cc(C(=O)OC)c(NC(=O)c2cc(C)on2)s1
107) CC1(C)C2([N+](=O)[O-])CN(CCO)CC1([N+](=O)[O-])CN(CCO)C2
108) CCOC(=O)c1cc2ccc3ccccc3c2s1
109) CN1C(=O)CC2(CC(=O)N(Cc3ccccc3)C2)C1=O (centres undefined)
110) COc1ccc(N2C(=S)N(C(=O)c3ccccc3)C(=Nc3ccccc3)C2=Nc2ccccc2)cc1

assay / compound	101	102	103	104	105	106	107	108	109	110
MT1-MMP txn act	1.2	1	1.1	1.2	1.2	1.3	1.3	1.9	1.1	1.4
Pyk2 oligo antag	0.21	-0.48	-1.1	-0.31	0.08	-1.4	-0.08	0.69	-0.17	-0.16

111) COc1ccc(C(=O)Nc2c(Cl)cc(Cl)cc2C(=O)NCc2ccco2)cc1
112) COCCCNC(=O)C(C#N)c1nc2ccccc2nc1N1CCCC1 (centres undefined)
113) CCN(CC)S(=O)(=O)c1cccc(C(=O)NCCc2ccccc2)c1
114) CCCOc1cccc(C(=O)N(Cc2ccco2)C2CCS(=O)(=O)C2)c1 (centres undefined)
115) O=C(CCn1c(=O)oc2ccccc21)N1CCN(c2ccccc2Cl)CC1
116) Cn1c(C(=O)O)c(CC(=O)N2CCC(Cc3ccccc3)CC2)c2ccccc21
117) Cc1cc(NC(=O)CCC(=O)N(CC(=O)NCC2CCCO2)Cc2ccc(F)cc2)no1 (centres undefined)
118) COc1ccccc1NC(=O)N1CCCC1C(=O)Nc1ccc2c(c1)OCO2 (centres undefined)

assay / compound	111	112	113	114	115	116	117	118
MT1-MMP txn act	1.2	1.1	1.7	1.1	0.9	1.2	1.1	1
Pyk2 oligo antag	-0.73	-0.06	0.05	0.31	0.22	1.6	1.8	0.46
